NPY2 pot ag: human NPY-Y2 potentiation or agonism, primary screen; P49146; cells expressing NPY-Y2, potentiator/agonist read-out; activation, % at 3.6 µM; hit rate 0.45% among 220,000; in the data active = activation above about 27%;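 also: cells stimulated with NPY near EC25 plus isoproterenol at EC100; 0% = vehicle plus submaximal agonist and 100% = vehicle plus saturating agonist; some results beyond the cut were filed as inactive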
Target sequence (P49146 whole entry, looked up): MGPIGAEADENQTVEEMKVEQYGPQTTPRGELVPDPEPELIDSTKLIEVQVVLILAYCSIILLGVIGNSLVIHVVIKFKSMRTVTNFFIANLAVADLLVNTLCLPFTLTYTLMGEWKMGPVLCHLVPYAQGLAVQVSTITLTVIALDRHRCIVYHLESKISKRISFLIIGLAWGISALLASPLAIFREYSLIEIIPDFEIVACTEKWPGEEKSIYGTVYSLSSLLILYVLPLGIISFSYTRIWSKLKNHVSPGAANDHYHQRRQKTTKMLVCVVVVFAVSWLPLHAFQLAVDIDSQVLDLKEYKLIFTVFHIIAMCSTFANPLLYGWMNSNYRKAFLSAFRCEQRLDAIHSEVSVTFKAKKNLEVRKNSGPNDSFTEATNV
Ba/F3 V617F tox: loss of viability in JAK2V617F-driven Ba/F3 cells. AID 1446. hit rate 1.1% among 220,000. inhibition, % at 5.6 µM. Ba/F3 EpoR-JAK2V617F viability, ATP luminescence;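 active = inhibition above the campaign mean plus 3 SD over all tested compounds, cut at about 24% in these data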;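 also: cytokine-independent growth of Ba/F3 cells driven by EpoR plus mutant JAK2; 0% = DMSO-treated cells and 100% = JAK inhibitor I control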
NPY-Y1 PAM-ag: human NPY-Y1 potentiation or agonism, primary screen | NPY-Y1 expressing cells, potentiator/agonist activation | activation, % at 3.6 µM | hit rate 0.37% among 220,000 | P25929; in the data active = activation above about 33%, passing the limit was not always enough;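 also: cells stimulated with NPY at EC10 then isoproterenol at EC100; 0% = low agonist plus stimulus and 100% = saturating agonist plus stimulus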
BaF3 parental: counter-screen for JAK2V617F inhibitors: parental Ba/F3 viability inhibitors; CellTiter-Glo ATP luminescence; hit rate 1.1% among 220,000; inhibition, % at 5.6 µM;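 active = inhibition above a per-campaign cutoff, the mean inhibition of all tested compounds plus 3 SD, cut at about 27% in these data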;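 also: 0% = DMSO wells and 100% = JAK Inhibitor I control wells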
p47phox inh: inhibitors of human p47phox binding. P14598. p47phox/p22phox peptide binding, fluorescence polarization, 2 h. inhibition, % at 24.7 µM. hit rate 0.53% among 220,000. AID 1274;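 active = inhibition above about 30%, limit read from the data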;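 also: 0% = p47phox with labelled peptide and 100% = labelled peptide alone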
Target sequence (P14598 whole entry, looked up): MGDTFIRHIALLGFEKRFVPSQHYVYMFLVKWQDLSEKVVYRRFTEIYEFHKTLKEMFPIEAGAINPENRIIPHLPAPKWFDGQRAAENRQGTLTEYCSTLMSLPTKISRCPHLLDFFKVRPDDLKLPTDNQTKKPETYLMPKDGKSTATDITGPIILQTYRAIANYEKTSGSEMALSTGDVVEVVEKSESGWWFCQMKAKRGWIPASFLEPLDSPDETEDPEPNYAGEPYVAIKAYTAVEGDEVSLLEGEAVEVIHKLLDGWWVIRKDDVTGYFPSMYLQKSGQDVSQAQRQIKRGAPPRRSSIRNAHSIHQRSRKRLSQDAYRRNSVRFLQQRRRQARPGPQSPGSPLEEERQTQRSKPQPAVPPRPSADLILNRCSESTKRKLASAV
CHOP inhibitor: blocks CHOP induction under ER stress | CHO-K1 CHOP-promoter luciferase, tunicamycin-induced, 15-18 h | inhibition, % at 10 µM | hit rate 3.8% among 220,000 | AID 2732;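 active = compounds that reduced the stress-induced luciferase reporter signal by more than about 70% of percent inhibition, limit read from the data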;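 also: 0% = tunicamycin plus vehicle and 100% = wells without tunicamycin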
S1P4 antagonist: antagonists of human S1P4 receptor; AID 1510; hit rate 0.26% among 220,000; inhibition, % at 4.98 µM; S1P4-expressing cells, antagonist mode, reporter read-out; O95977; in the data active = inhibition above about 29%;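 also: 0% = wells stimulated with agonist and 100% = vehicle wells without agonist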
NPY-Y1 antag: NPY-Y1 (human) receptor antagonism; P25929; HEK293-CNG Y1 cells, membrane potential fluorescence; NPY at EC95, then isoproterenol; inhibition, % at 3.6 µM; hit rate 1% among 200,000;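 active = inhibition above the campaign mean inhibition of all tested compounds plus 3 SD, cut at about 20% in these data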;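 also: 0% = DMSO wells given NPY plus isoproterenol and 100% = isoproterenol alone without NPY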
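Benchmarks – high control isoproterenol alone, low control NPY with isoproterenol · Material – HEK293 Y1/CNG channel cell line · Times – dye 3 h, compound 60 min room temperature, stimulation 45 min · Probe or stimulus – NPY (25 nM), isoproterenol (1 µM), Ro 20-1724 (25 µM) · Evaluation – % inhibition of NPY effect · Signal – fluorescence, membrane potential probe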
S1P4 ag: agonists of human S1P4 receptor; S1P4-expressing cell line, agonist reporter assay; activation, % at 4.98 µM; hit rate 0.35% among 220,000; AID 1509; in the data active = activation above about 11%;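 also: 0% = DMSO vehicle and 100% = reference agonist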
The depositor's hits bear a star; nt = not tested or not shown; & = joins results of further samples.

SMILES | NPY2 pot ag | Ba/F3 V617F tox | NPY-Y1 PAM-ag | BaF3 parental | p47phox inh | CHOP inhibitor | S1P4 antagonist | NPY-Y1 antag | S1P4 ag
CN(Cc1ccccc1)C(=O)CCNC(=O)Cn1cnc2ccccc2c1=O | 55* | 2 | 13 | 1 | 3 | 6 | 6 | -15 | 2.3
CCOc1ccc(NC(=O)NC23CC4CC(CC(C4)C2)C3)cc1 | 4 | -4 | -15 | -2 | 2 | 30 | -18 | 1 | 0.7
Cc1ccc2[nH]c3c(c2c1)SC(C)(C)CC3=O | 28 | 3 | 19 | 10 | -1 | 55 | 7 | -7 | 0.4
O=C(NCc1n[nH]c(=S)n1-c1ccc(Br)cc1)c1cccs1 | -14 | -1 | -3 | 5 | 12 | 13 | -1 | 2 | 0.4
O=C(NCC1CCCO1)C1CCN(C2CCN(C3CCCCCC3)CC2)CC1 (stereo not given) | -19 | -2 | 10 | 4 | -21 | 20 | -11 | 2 | -0.5
COc1ccc2c(c1)C=C(CN1CCN(C(C)C)C(CCO)C1)CO2 (stereo not given) | 1 | -1 | 4 | -2 | 5 | 10 | -21 | 3 | -0.6
CC(=O)c1sc2c(c1OC(=O)c1ccc(Cl)cc1Cl)c(=O)n(-c1ccccc1)c(=S)n2-c1ccccc1 | -1 | 5 | 7 | 2 | -24 | 12 | -17 | nt | -0.5
CC(C)Nc1nc(-c2ccccc2)nnc1-c1ccccc1 | 15 | -1 | 14 | 4 | -4 | 9 | 2 | 0 | 0.7
Cc1ccc(S(=O)(=O)c2cc(N3CCOCC3)nc(-c3ccccc3)n2)cc1 | -4 | -2 | 11 | 1 | -15 | 45 | 1 | 3 | 1.6
CN(C)C(CN=C1NS(=O)(=O)c2ccccc21)c1ccco1 (stereo not given) | 51* | -1 | 16 | 7 | -18 | 8 | -1 | -5 | 1.6
CCc1ccc2oc(C(=O)NCc3ccc(S(N)(=O)=O)cc3)c(C)c2c1 | -16 | 4 | -15 | 6 | 4 | 40 | -14 | -4 | -0.7
CCOC(=O)C1=C(C)NC(C)=C(C(=O)OC)C1c1cccc([N+](=O)[O-])c1 (stereo not given) | 4&-57 | -2&-2 | -36&-19 | 6&-7 | 0&14 | 20&-6&3 | -6&-3 | 11&15 | 1.4&0.7
COCCN(C(=S)Nc1cccc(OC)c1)C1CCN(C(C)C)CC1 | 6 | -2 | -5 | 6 | -10 | 19 | -6 | 2 | 0.4
O=C(N/N=C/c1ccc(Br)o1)c1ccc2c(c1)OCCO2 | -4 | -1 | 4 | 3 | -16 | -16 | -10 | 4 | 0.3
O=C1NC(=Nc2ccccc2)c2c1cccc2[N+](=O)[O-] | -4 | 1 | -17 | 8 | -9 | 40 | -8 | 0 | -2.1
O=C(CSc1ccc(Cl)cc1)Nc1cccc(-c2nc3ccccc3[nH]2)c1 | 2 | 3 | -3 | 2 | -1 | 99* | -14 | -3 | 3.9
O=C(c1cc(=O)[nH]c2ccccc12)N1CCN(c2ccccc2)CC1 | 3 | -4 | 2 | 2 | -14 | 2 | 1 | nt | 0.8
CCC(C)c1ccccc1NC(=O)COC(=O)c1ccc(N2CCCC2)c([N+](=O)[O-])c1 (stereo not given) | -2 | 3 | -28 | 5 | -13 | -2 | -14 | 0 | 4.0
COC(=O)NC1CCC(CC2CCC(NC(=O)OC)CC2)CC1 (stereo not given) | -14 | 3 | 6 | 3 | -17 | 9 | -1 | 0 | -1.0
COc1cc(CNCc2ccccn2)ccc1OCc1c(Cl)cccc1Cl | -12 | 6 | -11 | 10 | -6 | 3 | -10 | 2 | 2.3
COCCC(=O)Nc1ccc2c(c1)CN(C(=O)CSC)CC2 | -3 | 2 | -14 | -2 | 3 | -24 | -4 | nt | 2.5
CCC(=O)NCCc1nc2cc(NC(=O)c3ccc(OC)cc3)ccc2n1C | -11 | 0 | -2 | 4 | 1 | -8 | -7 | 2 | -1.2
O=c1oc2ccccc2c(Nc2ccccc2O)c1[N+](=O)[O-] | -7 | -1 | -5 | 5 | 1 | 11 | 4 | 2 | 1.1
O=C(CCNC(=O)Cn1ccc2ccccc2c1=O)NCC1CCCC1c1ccccc1 (stereo not given) | 3 | 0 | 9 | 0 | -2 | 42 | -21 | -2 | 2.0
CC1CCCCC1NC(=O)C(=O)NCC1CCCO1 (stereo not given) | -24 | -1 | 3 | 3 | -9 | -104 | -25 | 4 | 2.2
CC1Cc2ccccc2N1S(=O)(=O)c1cccc(C(=O)c2nccn2C)c1 (stereo not given) | 0 | 1 | 15 | 3 | -7 | 17 | -2 | -2 | -1.1
Cc1ccc(S(=O)(=O)NC(C)(C)CN2CCc3ccccc3C2)cc1 | -3 | -4 | 29 | -1 | -8 | 19 | -15 | nt | 0.3
COc1cc(Cl)ccc1NC(=S)N(CCN1CCOCC1)C1CCN(C(C)=O)CC1 | -2 | 3 | -10 | 4 | -6 | -1 | -6 | 3 | 0.6
O=C(CSc1ccc(-c2cccs2)nn1)Nc1ccccc1 | 3 | 3 | -2 | 3 | -8 | 12 | -28 | 3 | 35*
CC1=C(C(=O)OC(C)C)C(c2cccnc2)C2=C(CC(C)(C)CC2=O)N1 (stereo not given) | 12 | 0 | 19 | 3 | -13 | 21 | -8 | 0 | 3.0
C=CCOC(=O)C1=C(C)NC(=O)NC1c1cn(-c2ccccc2)nc1-c1cccs1 (stereo not given) | -3 | -3 | -10 | 3 | -36 | 15 | 4 | -3 | -0.9
O=C(CSc1nnc(-c2ccccc2F)n1C1CCCCC1)N1CCCC1 | 15 | 0 | 13 | -1 | -2 | 21 | 15 | 0 | 1.2
COc1ccc(NC(=O)CCC(=O)N(Cc2ccc(OC)c(OC)c2)c2nccs2)cc1 | 10 | -5 | 6 | 2 | 8 | 28 | 0 | 0 | 0.4
COc1ccc(CN=C(Nc2ccccc2)SC2CC(=O)N(C)C2=O)cc1 (stereo not given) | 14 | -3 | -9 | 1 | -7 | -28 | 0 | 0 | -0.1
C/C=C/C(=O)OCC(=O)Nc1ccc(C)c(S(=O)(=O)N(C)C)c1 | 6 | 0 | -7 | 1 | -8 | -18 | -18 | -1 | 1.1
O=C(Nc1cccc(-c2nc3ccccc3[nH]2)c1)c1ccco1 | -10 | 0 | -26 | -2 | -16 | -15 | -8 | 5 | -1.8
CCOc1ccccc1CN1CCN(CC2=Cc3cc(OC)ccc3OC2)CC1CCO (stereo not given) | -42 | -5 | 0 | -1 | -3 | 23 | 11 | nt | -0.6
COC(=O)c1ccccc1NC(=O)CCCn1nc([N+](=O)[O-])c(Br)c1C | 4 | -1 | -2 | 2 | -4 | 5 | 5 | 1 | -2.1
C=CCNC(=O)CCCCCNS(=O)(=O)c1ccc(OC)cc1 | -7 | -3 | 5 | 8 | -5 | 35 | -7 | -4 | 0.2
COC(=O)c1c(-c2cccc(OC)c2)csc1N | 13 | -3 | 20 | 9 | -50 | 41 | -4 | -5 | -0.8
CCCOc1ccc(OCCSc2ncccn2)cc1 | -14 | 1 | -1 | 5 | -1 | 43 | -15 | 0 | 0.2
Cc1oc(-c2ccccc2)cc1C(N)=O | -7 | 4 | -18 | 6 | -10 | 19 | -8 | -1 | -1.2
Cc1cccc2cc(CN(CCCO)C(=O)Nc3ccc(Cl)cc3)c(=O)[nH]c12 | 5 | 0 | 8 | 9 | -14 | 33 | 10 | 0 | 0.3
COc1cc(NC(=S)NN2CCN(C)CC2)cc(OC)c1OC | 3 | -1 | -3 | 2 | -1 | 12 | -20 | -6 | -0.7
COc1ccc(CCNC(=O)c2cc3c(=O)n(C)c4ccccc4c3n2C)c(OC)c1 | -11 | -3 | 6 | 4 | -3 | 17 | -1 | nt | 0.7
O=[N+]([O-])c1ccc(C[n+]2cccc3ccccc32)cc1 | -6 | 0 | -7 | -1 | 4 | -15 | -43 | 3 | 0.5
CCOc1ccc(CC(=O)Nc2cc(=O)n(C)c(=O)n2C)cc1 | -6 | -4 | 8 | 0 | 5 | 10 | 2 | -9 | -1.0
Cc1c(CCOC(=O)C23CC4CC(CC(C)(C4)C2)C3)sc[n+]1Cc1ccccc1 | -10 | 1 | -7 | 4 | -7 | 5 | -12 | 2 | 2.3
CC(C)(C)c1ccc2c(c1)OC(C(=O)N/N=C\c1ccc(-c3cccc(C(=O)O)c3)o1)CO2 (stereo not given) | -25 | 0 | 20 | -6 | -25 | 2 | 6 | nt | 0.0
O=C(NC(NNc1ccc([N+](=O)[O-])cc1)(C(F)(F)F)C(F)(F)F)c1ccccc1Cl | -9 | 4 | -3 | 0 | -56 | 55 | -12 | 1 | 1.5
CC(C)/C=N/NC(=O)c1cc(Br)ccc1O | -5 | 3 | -3 | 7 | -5 | 36 | -8 | 8 | 0.1
O=C(C1CC1)n1cc(C(=S)N2CCOCC2)c2ccccc21 | 9 | -3 | -14 | 4 | -19 | -15 | -18 | 2 | 0.5
COCCn1c(C)cc2c(c1=O)C(c1ccco1)C(C#N)=C(N)O2 (stereo not given) | 8 | -2 | -2 | 2 | -9 | 17 | -2 | -1 | 1.2
O=C(Nc1nc(-c2nc3ccccc3s2)cs1)C1COc2ccccc2O1 (stereo not given) | -7 | -1 | -22 | 1 | -1 | -21 | -27 | 13 | -0.3
O=C1NCC(COCc2ccccc2)O1 (stereo not given) | 11 | -5 | 11 | 0 | -4 | 45 | -14 | -5 | -0.5
CCSc1nnc2nc(C)cc(C)n12 | 12 | -6 | 7 | -1 | -16 | -17 | -5 | 0 | 2.0
Cc1ccc(S(=O)(=O)N2CCOCC2)cc1NC(=O)COC(=O)C1COc2ccccc2O1 (stereo not given) | 0 | 2 | 5 | 6 | -209 | 32 | -15 | 0 | -1.1
Cc1cc(Nc2ncc(Cl)cc2Cl)n(-c2ccccc2C)n1 | -1 | -3 | -12 | 0 | -4 | -4 | 7 | 29* | 0.2
COc1ccc(NC(=O)CN2CCN(CC(=O)Nc3ccccc3Cl)CC2)cc1 | -4 | 0 | 4 | 4 | -9 | -6 | -6 | 3 | -0.5
O=C(CNCc1ccccc1Cl)NCc1ccco1 | 2 | 4 | 1 | 8 | -3 | 9 | -4 | -4 | 0.6
Cc1csc(NC(=O)CCS(=O)(=O)c2ccc(Br)cc2)n1 | -31 | 2 | -22 | 5 | -9 | 40 | -10 | 8 | -3.3
N#CCCSCc1ccc(C(=O)O)o1 | -6 | 3 | -2 | 4 | -13 | 31 | -10 | -4 | -1.1
CN(C)CCCN=Cc1c(O)n(Cc2ccccc2)c(=O)c2ccccc12 | -1 | 0 | 9 | 4 | -16 | 39 | -7 | 1 | 4.0

Shown tab-delimited: 4 of the compounds above
canonical_smiles	NPY2 pot ag	Ba/F3 V617F tox	NPY-Y1 PAM-ag	BaF3 parental	p47phox inh	CHOP inhibitor	S1P4 antagonist	NPY-Y1 antag	S1P4 ag
O=[N+]([O-])c1ccc(C[n+]2cccc3ccccc32)cc1	-6	0	-7	-1	4	-15	-43	3	0.5
O=C1NCC(COCc2ccccc2)O1 (stereo not given)	11	-5	11	0	-4	45	-14	-5	-0.5
O=C(C1CC1)n1cc(C(=S)N2CCOCC2)c2ccccc21	9	-3	-14	4	-19	-15	-18	2	0.5
COc1cc(NC(=S)NN2CCN(C)CC2)cc(OC)c1OC	3	-1	-3	2	-1	12	-20	-6	-0.7

Rows were taken by chance, and some 7.1% of all compounds hit somewhere here.
